Source: PubChem BioAssay
ERG Ets-DNA blk – qHTS for Small Molecule Inhibitors of the ERG Ets/DNA interaction | fluorescence polarization, His-ERG Ets domain / labelled DNA | Potency, µM (series often up to 76.9 µM), for inactives: at the top dose FP activity, negative = inhibition, hits mostly inhibitors | 0.028% of 370,000 active | AID 624246, 2012; active means well fitted inhibition curve with a large enough effect in the polarisation, with a control signal flat; inconclusive means small, poorly fitted or top-dose-only effect, or effect the other way, or a change in a side signal; inactive means no such curve, though single readings can be large or run the other way; the % refers to the polarisation;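 further: polarization taken with two DNA probes labelled with fluorescein and Texas red; potency means the concentration at half of the fitted maximal effect; % of control where 0% means no effect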
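His-tagged ERG Ets domain (1 uM in the protein solution; 300mM KCl, 50mM Tris-HCl, 1mM EDTA, 1mM DTT, pH 7.5) received compound, then a probe mix of 5 nM fluorescein-DNA and 100nM Texas-615-DNA. Fluorescence polarization was read for both dyes.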
Vif-A3F inh – qHTS for Inhibitors of Vif-A3F Interactions: qHTS | 0.2% of 390,000 active | HeLa A3F-eYFP + Vif (tagged APOBEC3F with the HIV-1 protein that degrades it), YFP fluorescence increase | AID 602313, 2012 | Potency, µM (doses to about 46.1 µM), without a hit: top-dose activity, negative = active; further: potency means the concentration at half of the fitted maximal effect; % of control where 0% means no effect; nearly all actives have a fitted effect of over 65% in size
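Fluorescence increase (Ex 488/Em 500-530) after overnight compound treatment at 37 deg C flags inhibition of Vif-driven A3F-eYFP loss in stable HeLa A3F-eYFP/Vif cells seeded overnight beforehand.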
12-LOX inh – Primary qHTS assay for inhibitors of human arachidonate 12S-lipoxygenase (ALOX12): Round 2. Polyunsaturated fatty acid lipoxygenase ALOX12 (Homo sapiens), P18054. AID 1671190, 2021. purified 12hLO, xylenol orange hydroperoxide absorbance. Potency, µM (doses to about 108 µM), for inactives: top-dose activity change, negative = inhibition, usual class: inhibitors. 1.1% of 580,000 active; further: potency means the concentration at half of the fitted maximal effect; on the % scale 0 is the no-effect control and ±100 the full control effect
Target sequence (P18054 whole entry, looked up): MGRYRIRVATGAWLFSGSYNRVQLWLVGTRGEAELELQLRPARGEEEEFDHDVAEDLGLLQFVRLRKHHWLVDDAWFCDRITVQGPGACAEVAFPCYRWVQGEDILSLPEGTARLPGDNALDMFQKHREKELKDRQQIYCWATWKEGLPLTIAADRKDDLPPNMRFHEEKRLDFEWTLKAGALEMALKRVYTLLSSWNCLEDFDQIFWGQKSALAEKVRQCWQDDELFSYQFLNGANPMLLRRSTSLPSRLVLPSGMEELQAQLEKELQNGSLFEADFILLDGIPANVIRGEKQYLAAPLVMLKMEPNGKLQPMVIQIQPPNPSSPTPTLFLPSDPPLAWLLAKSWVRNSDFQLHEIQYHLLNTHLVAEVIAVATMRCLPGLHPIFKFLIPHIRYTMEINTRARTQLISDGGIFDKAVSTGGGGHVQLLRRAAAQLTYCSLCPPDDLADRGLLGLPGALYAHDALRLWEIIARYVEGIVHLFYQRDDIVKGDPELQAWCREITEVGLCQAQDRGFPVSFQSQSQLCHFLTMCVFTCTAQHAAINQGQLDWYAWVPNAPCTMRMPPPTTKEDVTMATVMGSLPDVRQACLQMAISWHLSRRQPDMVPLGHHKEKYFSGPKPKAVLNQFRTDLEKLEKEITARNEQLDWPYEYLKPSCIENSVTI
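Purified human 12hLO at 150 nM in 25 mM Hepes, 0.01% Triton X-100, pH 7.0, preincubated 15 min at room temperature with compound. Reaction started with 40 uM arachidonic acid, 30 min at room temperature. Hydroperoxide measured by Fe-xylenol orange, 573/405 nm absorbance ratio.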
LDHA inh – qHTS assay for inhibitors of human lactate dehydrogenase. purified LDHA, NADH/diaphorase-resazurin fluorescence; hits give low values. activity change, % (values are at about 110 or 230 µM). 0.15% of 480,000 active; in the data active means activity change below about -30%; inconclusive means mostly about -25% to -30%;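 further: plate controls were DMSO wells for no effect and wells without enzyme for full effect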
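Human LDH5 at 2 nM final in Tris HCl pH 7.4 with 0.06 mM NADH and 0.2 mM pyruvate, reacted 5 minutes at room temperature. Remaining NADH coupled via diaphorase/resazurin; resorufin fluorescence read at 0 and 20 minutes, normalized to enzyme-free and DMSO wells.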
D2 antagonist – HTS Assay for Allosteric Antagonists of the Human D2 Dopamine Receptor: Primary Screen for Antagonists; D(2) dopamine receptor (Homo sapiens), P14416; HEK293 TREx D2 cells, calcium flux, dopamine EC80; inhibition, % at 10 µM; 2% of 340,000 active; in the data active means inhibition above about 30%; further: 0% is about no effect
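Calcium mobilization kinetics were recorded at 1 s intervals in tetracycline-induced HEK293 T-REx D2 cells, first for 180 s after compound addition and then 180 s after EC80 dopamine.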
D2 agonist – HTS Assay for Allosteric Agonists of the Human D2 Dopamine Receptor: Primary Screen for Agonists | D(2) dopamine receptor (Homo sapiens), P14416 | HEK293 T-REx D2 cells, calcium flux agonist mode | activation, % at 2 µM | 0.53% of 340,000 active | AID 485358, 2010;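 active means activation over 3 SD above normal in the single-dose calcium agonist read, cut at about 30% in these data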; further: 0% is about no effect
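Tetracycline-induced HEK293 T-REx cells with force-coupled D2 receptor, plated overnight at 30 C, loaded with no-wash calcium dye. After a 10 s baseline, compound was pin-added and calcium flux read kinetically for 180 s; calcium rises flagged agonists.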
GRP78 ERSR act – qHTS for Inducers of the Endoplasmic Reticulum Stress Response (ERSR) in Human Glioma: qHTS; U87-MG GRP78 promoter luciferase reporter, 16 h; Potency, µM, for inactives: at the top dose activation, usual class: activators; 0.02% of 420,000 active; AID 602332, 2012; further: potency means the concentration at half of the fitted maximal effect; series mostly up to about 76 µM; % of control where 0% means no effect; nearly all actives have a fitted effect of over 35% in size
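Stably transfected U87-MG human glioma cells carrying a GRP78-based luminescent sensor were seeded at 1000 cells/well, pin-dosed with compounds and incubated 16 h. Luciferase reagent was then added, and end-point luminescence was read after 10 min at room temperature.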
Vif-APOBEC3G blk – qHTS for Inhibitors of Vif-A3G Interactions: qHTS. AID 602310, 2012. DNA dC->dU-editing enzyme APOBEC-3G (Homo sapiens), Q9HC16. Potency, µM (top dose mostly 46.1 µM), for inactives: at the top dose activity, negative = active, actives largely listed as inhibitors. 0.076% of 410,000 active. HeLa A3G-eYFP + Vif (tagged APOBEC3G with the HIV-1 protein that degrades it), YFP fluorescence, overnight;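 further: potency means the concentration at half of the fitted maximal effect; on the % scale 0 is the no-effect control and ±100 the full control effect; nearly all actives have a fitted effect of over 60% in size; hits raise eYFP signal because A3G escapes Vif-driven loss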
Target sequence (Q9HC16 whole entry, looked up): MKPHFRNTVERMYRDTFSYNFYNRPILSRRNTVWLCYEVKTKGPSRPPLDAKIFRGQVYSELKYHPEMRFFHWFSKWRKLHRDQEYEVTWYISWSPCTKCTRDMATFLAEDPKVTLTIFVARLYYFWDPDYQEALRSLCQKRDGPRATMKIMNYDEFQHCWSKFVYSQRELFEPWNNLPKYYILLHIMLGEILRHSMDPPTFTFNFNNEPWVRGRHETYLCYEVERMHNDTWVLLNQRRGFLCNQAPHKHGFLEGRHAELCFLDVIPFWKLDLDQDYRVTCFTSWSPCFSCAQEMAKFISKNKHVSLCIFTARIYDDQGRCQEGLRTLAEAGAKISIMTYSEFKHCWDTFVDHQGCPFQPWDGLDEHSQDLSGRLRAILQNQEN
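Read-out is eYFP fluorescence (Ex 488/Em 500-530) from Vif-expressing HeLa A3G-eYFP cells; more signal means A3G escaped Vif-mediated degradation. Cells plated overnight, compound pinned in, incubated overnight at 37 deg C.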
RGS4 inhibitor – Inhibitors of Regulator of G Protein Signaling (RGS) 4: qHTS | AID 504845, 2011 | 0.039% of 390,000 active | Potency, µM (highest dose often 114 µM), for the others: at the top dose activity change, negative = inhibition, usual class: inhibitors | Transcreener GDP fluorescence polarization, RGS4-accelerated GTP hydrolysis; further: potency means the concentration at half of the fitted maximal effect; on the % scale 0 is the no-effect control and ±100 the full control effect; nearly all actives have a fitted effect of over 75% in size; some results filed as inactive show a strong effect at the top dose
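MLSMR compounds (23 nl, pin-transferred) preincubated 10 min at room temperature with a 500nM (2x) first reagent, then RGS4 at 900nM (2x) plus Transcreener GDP mix added; fluorescence polarization (620/688 nm) read before and after 90 min at 30 °C.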
The depositor's hits bear a star; [ ] = another dose, or the depositor's remark. Unless noted, the call rests on the fitted dose curve; in most records, active means well fitted curve in the direction sought with a large enough effect; inconclusive means small, poorly fitted or top-dose-only effect, or another doubt; inactive means no such curve, though single readings can be large; an effect the other way counts as inactive or inconclusive. An excerpt. The share of hits here may be higher or lower than overall.

The opening two entries, ahead of the listing:
`CCCN1C(C)C(C(=O)OCC)=CN(Cc2cccc(I)c2)S1(=O)=O` (stereo not drawn) gave ERG Ets-DNA blk 0%, Vif-A3F inh 6%, LDHA inh 2, GRP78 ERSR act 0%, Vif-APOBEC3G blk 0% and RGS4 inhibitor 13%.
Screening O=C(CNc1cc(S(=O)(=O)N2CCOCC2)ccc1N1CCCC1)Nc1ccc(Cl)cc1F returned Vif-A3F inh 4%, 12-LOX inh inconclusive, LDHA inh 0, GRP78 ERSR act -3% and Vif-APOBEC3G blk -4%.

The listing, repeating the preview:
`CCCN1C(C)C(C(=O)OCC)=CN(Cc2cccc(I)c2)S1(=O)=O` (stereo not drawn) gave ERG Ets-DNA blk 0%, Vif-A3F inh 6%, LDHA inh 2, GRP78 ERSR act 0%, Vif-APOBEC3G blk 0% and RGS4 inhibitor 13%.
Screening O=C(CNc1cc(S(=O)(=O)N2CCOCC2)ccc1N1CCCC1)Nc1ccc(Cl)cc1F returned Vif-A3F inh 4%, 12-LOX inh inconclusive, LDHA inh 0, GRP78 ERSR act -3% and Vif-APOBEC3G blk -4%.
`Cc1cc(C)n(-c2nc3sc4c(c3c3nnc(SC(C)C)n23)CC(C)(C)OC4)n1` gave ERG Ets-DNA blk 10%, Vif-A3F inh -5%, 12-LOX inh 0%, LDHA inh 2, GRP78 ERSR act -5%, Vif-APOBEC3G blk -1% and RGS4 inhibitor inconclusive.
`CCOC(=O)c1cc(-c2ccc(OC)cc2)nn1-c1ccccc1C(=O)O` gave ERG Ets-DNA blk 1%, Vif-A3F inh 16%, 12-LOX inh inconclusive, LDHA inh -2, D2 antagonist 2, D2 agonist 0.9, GRP78 ERSR act -1%, Vif-APOBEC3G blk -1% and RGS4 inhibitor 4%.
For CCn1c(NCc2ccc3c(c2)OCO3)nc2ccccc21 the results were ERG Ets-DNA blk -6%, Vif-A3F inh -3%, 12-LOX inh -1%, LDHA inh -7, D2 antagonist 14, D2 agonist -0.2, GRP78 ERSR act -1%, Vif-APOBEC3G blk 0% and RGS4 inhibitor 32%.
Screening Clc1ccc(Oc2nnnn2-c2ccccc2)cc1 returned ERG Ets-DNA blk 2%, Vif-A3F inh -8%, 12-LOX inh 0%, LDHA inh -5, D2 antagonist -6, D2 agonist 1.8, GRP78 ERSR act -2%, Vif-APOBEC3G blk 2% and RGS4 inhibitor -16%.
Cc1nn(CC(O)Cn2cnc3c2c(=O)n(C)c(=O)n3C)c(C)c1Br (stereo not drawn) was read as ERG Ets-DNA blk 9%, Vif-A3F inh -5%, 12-LOX inh 0%, LDHA inh -4, D2 antagonist 23, D2 agonist -0.2, GRP78 ERSR act -4%, Vif-APOBEC3G blk 4% and RGS4 inhibitor -10%[11.4 µM].
Screening COc1ccc(CN(C)Cc2c(O)ccc3cc(Br)ccc23)cc1OC returned ERG Ets-DNA blk -7%, Vif-A3F inh 4%, 12-LOX inh 28µM*, LDHA inh 32, D2 antagonist -13, D2 agonist 0.2, GRP78 ERSR act 7%, Vif-APOBEC3G blk 4% and RGS4 inhibitor -6%.
Cc1nc2ccccc2c(=O)n1NC(=O)COc1ccccc1 was read as ERG Ets-DNA blk 2%, Vif-A3F inh 1%, 12-LOX inh -3%, LDHA inh -1, D2 antagonist 27, D2 agonist -1.7, GRP78 ERSR act 1%, Vif-APOBEC3G blk 2% and RGS4 inhibitor -19%.
Screening CCOc1ccc(CC(=O)NC2CC(C)(C)N(C)C(C)(C)C2)cc1OCC returned ERG Ets-DNA blk 9%, Vif-A3F inh -18%, 12-LOX inh -6%, LDHA inh 1, GRP78 ERSR act -3%, Vif-APOBEC3G blk 1% and RGS4 inhibitor 8%.
O=C(CSc1n[nH]c(-c2ccccn2)n1)Nc1ccc(Cl)cc1 was read as ERG Ets-DNA blk 6%, Vif-A3F inh 7.9µM*, 12-LOX inh -25%, LDHA inh 1, D2 antagonist 1, D2 agonist -0.2, GRP78 ERSR act -4%, Vif-APOBEC3G blk -7% and RGS4 inhibitor -13%.
Screening CCC(=O)Nc1ccc(C)cc1-c1nc2ccccc2n(CC(=O)c2ccc(C)cc2)c1=O returned ERG Ets-DNA blk -1%, Vif-A3F inh -9%, 12-LOX inh -16%, LDHA inh -2, D2 agonist 1.4, GRP78 ERSR act -2%, Vif-APOBEC3G blk 2% and RGS4 inhibitor 0%.
`NC(=O)C1CCN(c2oc(-c3cccs3)nc2S(=O)(=O)c2ccc(Cl)cc2)CC1` gave ERG Ets-DNA blk -3%, Vif-A3F inh -5%, 12-LOX inh 3%, LDHA inh -3, GRP78 ERSR act -3%, Vif-APOBEC3G blk -2% and RGS4 inhibitor -5%.
COC(=O)CN(C(=O)CSc1nnc(-c2cccc(OC)c2)o1)c1ccc(OC)cc1 was read as ERG Ets-DNA blk -4%, Vif-A3F inh -24%, 12-LOX inh 13%, LDHA inh 4, GRP78 ERSR act 3%, Vif-APOBEC3G blk -5% and RGS4 inhibitor 0%.
COc1cc(C(F)(F)F)c(C(=O)N(C)c2ccc(Cl)cc2)cn1 was read as ERG Ets-DNA blk 1%, Vif-A3F inh 1%, 12-LOX inh 0%, LDHA inh 0, D2 antagonist -6, D2 agonist -1.3, GRP78 ERSR act -4%, Vif-APOBEC3G blk 2% and RGS4 inhibitor -11%.
For CC(=Nc1ccccc1)C1=C(O)C(Cc2ccc(O)cc2)NC1=O (stereo not drawn) the results were ERG Ets-DNA blk -8%, Vif-A3F inh 7%, 12-LOX inh -16%, LDHA inh 3, GRP78 ERSR act -3%, Vif-APOBEC3G blk -38% and RGS4 inhibitor 8%.
For Cc1ccc(-c2ccc(CCC(=O)O)o2)cc1 the results were ERG Ets-DNA blk 4%, Vif-A3F inh -2%, 12-LOX inh -25%, LDHA inh -5, D2 antagonist 8, D2 agonist -0.8, GRP78 ERSR act -4%, Vif-APOBEC3G blk -1% and RGS4 inhibitor inconclusive.
For O=C(O)CC1(CC(=O)NCc2ccc(C(F)(F)F)cc2)CCCCC1 the results were ERG Ets-DNA blk -5%, Vif-A3F inh -2%, 12-LOX inh 0%, LDHA inh 1, D2 antagonist 7, D2 agonist -0.5, GRP78 ERSR act -4%, Vif-APOBEC3G blk 1% and RGS4 inhibitor 12%.
Screening CC(C)n1c(NCc2ccc(Cl)cc2)nc2ccccc21 returned ERG Ets-DNA blk -21%, Vif-A3F inh 13%, 12-LOX inh 21%, LDHA inh -5, D2 antagonist -19, D2 agonist -0.6, GRP78 ERSR act -4%, Vif-APOBEC3G blk 3% and RGS4 inhibitor -9%.
`COc1ccc(C(C)=O)cc1CSc1nc2ccccc2o1` gave ERG Ets-DNA blk -4%, Vif-A3F inh -11%, 12-LOX inh 2%, LDHA inh -2, D2 antagonist -14, D2 agonist -2.7, GRP78 ERSR act 3%, Vif-APOBEC3G blk -7% and RGS4 inhibitor -42%.
Screening O=C(Nc1ccnn1C1CCN(C2CCC2)CC1)c1ccccc1Cl returned ERG Ets-DNA blk -4%, Vif-A3F inh -7%, 12-LOX inh 0%, LDHA inh -6, D2 antagonist 1, D2 agonist 0.1, GRP78 ERSR act -6%, Vif-APOBEC3G blk 1% and RGS4 inhibitor -3%.
Cc1oc(-c2ccccc2F)nc1CS(=O)(=O)CC(=O)NCCCN(C)C1CCCCC1 was read as ERG Ets-DNA blk 0%, Vif-A3F inh -2%, 12-LOX inh -7%, LDHA inh 1, D2 antagonist 45*, D2 agonist -0.5, GRP78 ERSR act -4%, Vif-APOBEC3G blk 0% and RGS4 inhibitor -8%.
`Cc1ccc(Oc2ncc(-c3ccc(Cl)cc3)cn2)cc1` gave ERG Ets-DNA blk -6%, Vif-A3F inh 5%, 12-LOX inh 0%, LDHA inh 2, D2 antagonist -4, D2 agonist 0.6, GRP78 ERSR act 0%, Vif-APOBEC3G blk 1% and RGS4 inhibitor 16%.
Cc1ccc(C)c(N(CC(=O)NCCc2ccccc2)C(=O)CCC(=O)Nc2ccccn2)c1 was read as ERG Ets-DNA blk 13%, Vif-A3F inh 2%, 12-LOX inh -12%, LDHA inh -1, D2 antagonist -11, D2 agonist -3.2, GRP78 ERSR act -5%, Vif-APOBEC3G blk -8% and RGS4 inhibitor -31%.
For C[C@@H]1CN([C@@H](C)CO)C(=O)CCCn2nncc2CO[C@@H]1CN(C)S(=O)(=O)c1ccccc1C#N the results were Vif-A3F inh -11%, 12-LOX inh 7%, LDHA inh 0, GRP78 ERSR act -1% and Vif-APOBEC3G blk -2%.
`CCSc1nnc(N)s1` gave ERG Ets-DNA blk -8%, Vif-A3F inh -14%, 12-LOX inh -14%, LDHA inh -2, D2 antagonist 4, D2 agonist -0.5, GRP78 ERSR act -3%, Vif-APOBEC3G blk 1% and RGS4 inhibitor 26%.
